Source: PubChem BioAssay
PGE2 EP2 inh = EP2 receptor (human) inhibition; P43116; C6 glioma cells expressing human EP2, cAMP TR-FRET; cells stimulated with saturating PGE2; inhibition, % at 25 µM; actives 0.52% (n = 260,000);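 active means percent inhibition above 40 after rounding to a whole number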;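 further: rat C6 glioma host cells with rolipram phosphodiesterase inhibitor present; the protocol text gives 20 µM as final concentration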
Target sequence (P43116 whole entry, looked up): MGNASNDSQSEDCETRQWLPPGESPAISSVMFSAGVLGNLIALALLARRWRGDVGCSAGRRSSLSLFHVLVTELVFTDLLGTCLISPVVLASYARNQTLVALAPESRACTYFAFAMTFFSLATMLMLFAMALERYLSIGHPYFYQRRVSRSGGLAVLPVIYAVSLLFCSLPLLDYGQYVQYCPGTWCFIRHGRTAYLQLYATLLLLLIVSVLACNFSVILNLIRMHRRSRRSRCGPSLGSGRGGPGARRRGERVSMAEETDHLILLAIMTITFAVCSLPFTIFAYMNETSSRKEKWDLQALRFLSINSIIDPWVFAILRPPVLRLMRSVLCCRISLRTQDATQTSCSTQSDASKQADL
Runt-CBFb FRET = inhibitors of human RUNX1 Runt domain binding to CBFb | Cerulean-Runt/Venus-CBFb FRET ratio 530/480, 1 h | AID 1496 | actives 0.46% (n = 220,000) | inhibition, % at 20 µM;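 active means inhibition over about 50% at 20 µM in the single-dose screen, limit read from the data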;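 further: 0% = DMSO wells and 100% = excess unlabeled CBFb competitor control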
Target sequence (Q01196 whole entry, looked up, the tested form may be a part): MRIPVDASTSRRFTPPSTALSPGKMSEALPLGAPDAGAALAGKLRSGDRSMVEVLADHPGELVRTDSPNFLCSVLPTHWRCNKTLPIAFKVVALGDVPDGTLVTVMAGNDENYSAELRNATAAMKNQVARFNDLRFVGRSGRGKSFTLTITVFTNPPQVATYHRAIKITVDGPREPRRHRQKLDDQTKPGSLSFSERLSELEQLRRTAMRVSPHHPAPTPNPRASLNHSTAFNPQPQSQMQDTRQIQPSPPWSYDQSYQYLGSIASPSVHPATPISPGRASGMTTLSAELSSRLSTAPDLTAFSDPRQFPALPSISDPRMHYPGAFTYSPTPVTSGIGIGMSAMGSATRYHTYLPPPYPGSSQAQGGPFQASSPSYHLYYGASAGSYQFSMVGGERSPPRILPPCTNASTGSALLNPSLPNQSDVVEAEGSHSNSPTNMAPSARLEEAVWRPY
Target sequence (Q13951 whole entry, looked up, the tested form may be a part): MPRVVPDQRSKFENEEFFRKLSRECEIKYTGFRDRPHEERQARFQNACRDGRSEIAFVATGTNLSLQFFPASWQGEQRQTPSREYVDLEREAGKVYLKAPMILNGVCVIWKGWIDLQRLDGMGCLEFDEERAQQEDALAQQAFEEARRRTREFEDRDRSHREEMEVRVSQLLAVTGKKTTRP
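test system = Cerulean-Runt domain fusion protein, energy donor | probe or stimulus = Venus-CBFb binding partner, 100 nM | incubation = two 1 h room-temperature incubations shielded from light | detection = fluorescence energy transfer, 422 nm excitation, 530/480 nm emission | measure = loss of energy transfer signal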
Runt-SMMHC FRET = inhibitors of human RUNX1 Runt domain binding to CBFb-SMMHC | Cerulean-Runt/Venus-CBFb-SMMHC FRET ratio 530/480, 1 h | inhibition, % at 20 µM | actives 0.74% (n = 220,000) | AID 1434;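 active means mean inhibition across duplicate retests at 20 µM reaching about 50%, limit read from the data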;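 further: 0% = DMSO wells and 100% = wells with excess untagged CBFb-SMMHC; inhibitors lower the FRET ratio by blocking Runt binding to CBFb-SMMHC; some results filed as inactive read as strong as hits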
RBBP9 inhibitor = human RBBP9 hydrolase inhibition; O75884; recombinant RBBP9, FP-Rh probe fluorescence polarization; inhibition, % at 7.94 µM; actives 0.2% (n = 220,000);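 active means inhibition above the campaign mean of all tested compounds plus 3 SD, cut at about 14% in these data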;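 further: plate controls were DMSO wells with RBBP9 for no effect and wells lacking RBBP9 protein for full effect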
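Assay system: recombinant human RBBP9; Reagent: Serine-hydrolase probe FP-Rh, 375 nM pre-mixing; Doses: 7.94 µM single dose, 0.794% DMSO; Incubation: 30 min then 45 min, 25 °C; Detection: fluorescence polarization (mP), excitation 525 nm, emission 598 nm; Evaluation: percent inhibition from mP, scaled between DMSO and no-protein wells.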
zVAD death inh = blocks zVAD induced death of L929 cells | actives 0.38% (n = 220,000) | L929 zVAD necroptosis rescue, ATP luminescence, 24 h; with zVAD 60 µM | viability rescue, % at 10 µM;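 active means activation, scaled between plate controls, above about 75%, limit read from the data; inactive means activation under that limit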;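 further: 0% = zVAD with DMSO and 100% = DMSO alone without zVAD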
Hck-Nef inh = inhibitors of human Hck kinase activated by Nef. P08631. inhibition, % at 20 µM. Recombinant Hck-YEEI plus Nef, Z-Lyte FRET kinase assay. AID 463187. actives 0.68% (n = 220,000);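 active means Hck-Nef kinase inhibition above about 50%, limit read from the data; inactive means inhibition below that limit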;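 further: 0% = DMSO with Hck plus Nef and 100% = Hck alone without Nef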
PERK inhibitor = inhibitors of human PERK kinase | CHO PERK-DD fusion, SEAP luminescence translation reporter | actives 0.17% (n = 220,000) | inhibition, % at 5.6 µM;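 active means inhibition above the mean inhibition of all tested compounds plus 3 SD, set separately per screening campaign, cut at about 2.9% in these data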;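 further: PERK kinase domain activated by AP20187 dimerizer at 100 nM; 0% = DMSO with dimerizer and 100% = rapamycin at 8.4 µM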
TNF necrop inh = inhibitors of TNF-alpha induced necroptosis in Jurkat FADD-/- cells | Jurkat FADD-/- TNF necroptosis rescue, ATP luminescence, 24 h; 0 = TNF only, 100 = no-TNF cells | actives 0.068% (n = 220,000) | AID 463075 | activation (protection from cell death), % at 10 µM;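 active means activation, meaning protection from cell death, of at least 50% relative to plate controls; inactive means activation below 50%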;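 further: necroptosis triggered by 40 ng/mL TNF-alpha added together with compound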
EP2 modulator = modulates human prostaglandin E2 receptor EP2 signaling. P43116. EP2-expressing cells, cAMP HTRF FRET, PGE2 co-stimulation. induction, % at 25 µM. actives 0.83% (n = 260,000);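 active means compounds whose cAMP rise, as percent of the full-agonist control response, exceeds 60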;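 further: rat C6 glioma line stably carrying human EP2 under a CMV promoter; the protocol text gives 20 µM as final concentration; 100% = response of wells given 1 µM PGE2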
Active calls of the source: *; . = not tested or not shown; & = joins results of further samples. A portion of the library; the hit share may differ from the screen's.

1. Cc1c(NC(=O)c2cccnc2C(=O)O)cccc1C(=O)O
2. CCc1cccc(C)c1NC(=O)COC(=O)CNS(=O)(=O)/C=C/c1ccccc1
3. COc1ccc(C)cc1N(CC(=O)N/N=C/c1ccccc1C(=O)O)S(=O)(=O)c1ccccc1
4. CCOC(=O)Cc1nnc(NC(=O)CSc2nnc3c(n2)[nH]c2ccccc23)s1
5. O=C(O)/C=C/C(=O)NCCC(c1ccccc1)c1ccccc1
6. CCN(CC)CCSc1nc(O)c(Cc2ccccc2)c(=O)n1-c1ccccc1
7. COc1cc(-c2nnc(CSc3nnc(Nc4ccc(C(C)C)cc4)s3)o2)cc(OC)c1OC
8. CCN(CC)c1ccc(/C=N/Nc2cccc(C)c2)c(O)c1

Screen / compound no.,1,2,3,4,5,6,7,8
PGE2 EP2 inh,2,12,8,9,6,3,10,3
Runt-CBFb FRET,-3,0,-2,-3,4,-1,-10,5
Runt-SMMHC FRET,-2,2,-4,-5,-4,-6,-10,-2
RBBP9 inhibitor,2,-11,-3,-12,-1,3,-6,-3
zVAD death inh,0.9,0.1,13,3.7,0.7,2.1,72,-0.9
Hck-Nef inh,2,2,22,23,3,14,6,-3
PERK inhibitor,0.3,-0.5,-0.2,0.8,0.3,0.3,0.0,0.4
TNF necrop inh,1.5,0.1,1.7,1.8,2.1,0.5,5.0,0.1
EP2 modulator,9,6,17,21,7,1,-6,-16

9. O=C(/C=C/c1cccc([N+](=O)[O-])c1)N1CC[C@@]2(O)CCCC[C@H]2C1
10. COCCNC(=O)C(c1ccc(C)o1)N(CCOC)C(=O)Cn1nnc2ccccc21 (stereo not given)
11. CC(C)C(=O)Nc1nnc(SCC(=O)NCC2CCCO2)s1 (stereo not given)
12. Cc1c(Cl)cccc1NC(=S)N(Cc1ccccc1)Cc1cccnc1
13. Cc1ccc2c(c1)N(CCC(=O)NCc1cccs1)C(=O)C(C)O2 (stereo not given)
14. Nc1nonc1-n1nnc(C(=O)N/N=C/c2cccc(Cl)c2)c1CSc1ccc(Cl)cc1
15. O=C(CNC(=O)COc1ccccc1)NCCc1ccccn1
16. COc1ccc(N2CCN(C(=O)c3c(C)nn(-c4ccccc4)c3C)CC2)cc1

Screen / compound no.,9,10,11,12,13,14,15,16
PGE2 EP2 inh,12,8,7,6,3,6,18,8
Runt-CBFb FRET,1,-1,1,2,0,.,0,-2
Runt-SMMHC FRET,2,3,-1,-3,-1,-2,-2,-5
RBBP9 inhibitor,0,-1,-2,-4,2,-9,1,-7
zVAD death inh,0.3,-0.9,2.1,-0.5,1.1,0.4,4.7,1.4
Hck-Nef inh,22,14,19,-14,0,-15,21,0
PERK inhibitor,-0.1,-0.3,0.0,0.7,-1.1,0.4,0.2,-0.3
TNF necrop inh,2.3,0.2,0.9,-0.6,1.1,-1.1,0.1,1.5
EP2 modulator,-14,-15,18,4,0,-19,6,-46

17. NC(=O)c1ccc(N=Cc2ccc([N+](=O)[O-])s2)cc1
18. NC(=O)COC(=O)c1c2c(nc3ccccc13)CCC2
19. CCc1nc2ccccc2c(=O)n1NC(=O)c1c(O)c2cccc3c2n(c1=O)CCC3
20. CCn1cc(-c2cc(C(=O)O)c3ccccc3n2)cn1
21. O=C1CC(C(=O)O)C2(CCCC2)O1 (stereo not given)
22. COc1cc(/C=N/NC(=O)Cn2cnc3c2c(=O)n(C)c(=O)n3C)ccc1O
23. Cc1cccc(/C=N/N2CCN(c3ccccc3)CC2)c1
24. Cc1ccc(F)cc1NC(=O)C1CC(=O)N(CCc2ccccc2)C1 (stereo not given)

Screen / compound no.,17,18,19,20,21,22,23,24
PGE2 EP2 inh,32,10,9,7,5,3,12,3
Runt-CBFb FRET,0,-1,-4,-1,.,2,0,1
Runt-SMMHC FRET,-2,-16,-6,1,.,0,1,-4
RBBP9 inhibitor,-7,0,-4,-4,5,-9,-2,-14
zVAD death inh,-1.1,0.9,0.6,0.9,0.1,0.5,0.6,-0.5
Hck-Nef inh,3,1,1,6,-9,10,1,-2
PERK inhibitor,1.4,-0.6,1.9,0.4,1.0,1.7,0.2,-0.1
TNF necrop inh,15,0.1,-2.7,-5.3,0.2,3.7,2.8,-0.2
EP2 modulator,-84,12,29,16,.,-35,28,-24

Reformatted: results already given
item	mol	PGE2 EP2 inh	Runt-CBFb FRET	Runt-SMMHC FRET	RBBP9 inhibitor	zVAD death inh	Hck-Nef inh	PERK inhibitor	TNF necrop inh	EP2 modulator
4	CCOC(=O)Cc1nnc(NC(=O)CSc2nnc3c(n2)[nH]c2ccccc23)s1	9	-3	-5	-12	3.7	23	0.8	1.8	21
5	O=C(O)/C=C/C(=O)NCCC(c1ccccc1)c1ccccc1	6	4	-4	-1	0.7	3	0.3	2.1	7
6	CCN(CC)CCSc1nc(O)c(Cc2ccccc2)c(=O)n1-c1ccccc1	3	-1	-6	3	2.1	14	0.3	0.5	1
7	COc1cc(-c2nnc(CSc3nnc(Nc4ccc(C(C)C)cc4)s3)o2)cc(OC)c1OC	10	-10	-10	-6	72	6	0.0	5.0	-6

More results follow.
25. CCOC(=O)CNC(=O)/C=C/c1ccc2c(c1)OCO2
26. CC(N)c1ccc(Cl)cc1Cl (stereo not given)
27. CCn1nc(C)cc1C(=O)n1nc(C)c(Sc2ncccn2)c1C
28. COCCCNC(=O)Nc1ccc(Br)cc1Cl
29. CCn1c(=O)cc(OCC(=O)N2CCCCCC2)c2ccccc21
30. CCCCNCc1cc(OCC)c(OCC)cc1Br
31. [O-][n+]1ccc(C2CC2)cc1
32. C/C(=N\Nc1nnc(-c2ccccc2)c(-c2ccccc2)n1)c1cccc([N+](=O)[O-])c1

Screen / compound no.,25,26,27,28,29,30,31,32
PGE2 EP2 inh,3,6,10,3,2,5,11,8
Runt-CBFb FRET,0,0,0,-1,0,2,2,.
Runt-SMMHC FRET,-2,2,0,-3,2,4,1,5
RBBP9 inhibitor,-5,-6,-1,1,-3,-9,-1,5
zVAD death inh,2.0,0.5,1.0,0.2,-0.1,0.9,-0.2,-0.2
Hck-Nef inh,18,1,4,-3,-14,-7,2,1
PERK inhibitor,-0.5,0.4,1.9,1.1,-1.6,-0.6,1.0,-0.2
TNF necrop inh,0.4,0.3,2.3,1.1,-1.3,1.0,-0.5,-7.2
EP2 modulator,15,11,-8,-3,8,3,-18,4

33. O=C(NC(=S)Nc1ncc(Br)cc1Br)c1cncc(Br)c1
34. CCN1CCCC1CNC(=O)C(=O)NC1CC1 (stereo not given)
35. O=[N+]([O-])c1ccc2c(c1)C=C1CCCCC1(N1CCCCC1)O2 (stereo not given)
36. FC(F)(F)C1=CC(c2ccccc2)=NCCN1
37. COc1ccc(C(=O)c2nc3c(n2O)CCCCC3)cc1
38. CSc1nc(-c2ccccc2)nc(NC(C)=O)c1C(C)=O
39. O=C(Cc1coc2ccc3ccccc3c12)NCc1cccs1
40. CN(C)S(=O)(=O)c1ccc(C(=O)Nc2nc3ccccc3[nH]2)cc1

Screen / compound no.,33,34,35,36,37,38,39,40
PGE2 EP2 inh,6,10&2,12,13,9,1,2,14
Runt-CBFb FRET,3,2,-2,-1,-2,-2,0,-1
Runt-SMMHC FRET,-1,-4,-1,3,-5,-1,-1,-1
RBBP9 inhibitor,-8,1,-6,-3,7,3,-5,1
zVAD death inh,-0.8,0.8,0.0,0.0,0.6,2.3,0.5,5.0
Hck-Nef inh,-20,17,2,-1,1,9,7,16
PERK inhibitor,0.1,0.3,-1.1,0.9,-0.3,1.4,0.0,0.9
TNF necrop inh,-3.5,0.8,2.0,-0.6,0.0,-0.4,2.6,0.6
EP2 modulator,-19,-35&-29,42,-3,0,0,-8,-33

41. O=C(NNC(=O)c1cccs1)c1ccc([N+](=O)[O-])cc1
42. CCSC1=C(C#N)C(c2ccccc2Cl)CC(=O)N1 (stereo not given)
43. CCNc1nc(NCC)n2c(SCC(=O)Nc3ccc(C(F)(F)F)cc3[N+](=O)[O-])nnc2n1
44. CC1CCCN(C(=O)C23CCC(C)(C(=O)C2)C3(C)C)C1 (stereo not given)
45. COc1ccc(C2CC(c3ccccc3)=NN2c2ccc(N)cc2)cc1 (stereo not given)
46. COc1ccc(CN=C2NN=C(c3cccc(OC)c3)CS2)cc1
47. O=C(Nc1ccc(N2CCN(C(=O)c3ccccc3)CC2)cc1)c1cc2ccccc2o1
48. Cc1nc2scc(-c3ccccc3)c2c(=O)n1N=C1C=CC(=O)C=C1

Screen / compound no.,41,42,43,44,45,46,47,48
PGE2 EP2 inh,3,9,3,0,17,4,17,34
Runt-CBFb FRET,2,1,-10,1,-1,1,-1,.
Runt-SMMHC FRET,-5,4,-6,-1,-32,2,-2,.
RBBP9 inhibitor,-2,-6,5,-4,-9,-3,2,49*
zVAD death inh,-0.8,1.1,0.6,0.8,-0.6,8.1,1.5,64
Hck-Nef inh,4,0,5,1,1,7,2,-17
PERK inhibitor,-0.1,0.8,1.6,0.4,-0.1,1.1,0.0,0.1
TNF necrop inh,0.1,-0.2,-0.6,0.7,-2.3,9.8,-2.2,-11
EP2 modulator,-16,7,0,26,-2,-30,-17,-98

49. Cc1cc(NS(=O)(=O)c2ccc(NC(=S)NC(=O)c3ccc(Br)cc3)cc2)no1
50. O=C1ON=C(c2ccccc2)/C1=C/c1ccc(OS(=O)(=O)c2ccccc2)cc1
51. COc1cccc(C2=NOC(C(=O)Nc3ccc(OC)c(OC)c3)C2)c1 (stereo not given)
52. CCCNc1nc2c(c(=O)n(C)c(=O)n2C)n1Cc1cccc(C)c1
53. COc1cc(OC)c(C2Oc3nc(SC)nnc3-c3ccccc3N2C(C)=O)cc1OC (stereo not given)
54. O=C1CN(Cc2cc(=O)oc3cc4c(cc23)CCC4)CCN1
55. CCCN(CCO)Cc1ccc2ccccc2c1
56. Cn1c(NC(=O)c2ccc(C(C)(C)C)cc2)cc(=O)n(C)c1=O
57. Cc1ccc(N(C(=O)CCC(=O)Nc2nccs2)C(C(=O)NC(C)(C)C)c2ccc(O)cc2)cc1 (stereo not given)
58. Cc1nc(Cl)sc1C(=O)Nc1cccc(Cl)c1C

Screen / compound no.,49,50,51,52,53,54,55,56,57,58
PGE2 EP2 inh,28,-1,5,7,4,8,5,14,7,7
Runt-CBFb FRET,-4,9,1,-2,3,-1,2,-1,0,0
Runt-SMMHC FRET,0,12,0,-2,-2,2,0,-3,0,1
RBBP9 inhibitor,-6,-3,-6,-5,-9,-5,0,-3,-9,-9
zVAD death inh,0.9,1.1,-0.1,-0.2,-0.6,0.9,0.8,3.3,0.9,-0.5
Hck-Nef inh,0,6,0,0,8,4,0,0,23,4
PERK inhibitor,0.1,1.0,-0.7,-1.1,0.0,-0.5,-0.5,0.5,0.3,0.6
TNF necrop inh,1.7,1.1,1.6,-2.4,2.0,-0.4,0.9,-0.8,0.3,-0.9
EP2 modulator,-79,6,-18,29,12,3,7,3,12,-2
